Screens as filed in PubChem BioAssay.
NSD2 HMT inh: inhibitors of human histone methyltransferase NSD2. inhibition, % at 12.5 µM. NSD2 peptide methylation, AlphaScreen, 120 min. 310,000 compounds, 0.54% hits. O96028; in the data active means inhibition above about 50%
Wnt act: Wnt/beta-catenin pathway activation | Wnt/beta-catenin reporter cell assay, activator, plate reader | activation, % at 9.35 µM | 300,000 compounds, 1.2% hits; in the data active means activation above about 30%, passing the limit was not always enough; inconclusive means no clear call, values can overlap the other calls;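 further: 0% = neutral control wells and 100% = positive control wells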
dFosB activator: mouse delta FosB homodimer activation; AID 493131; 340,000 compounds, 0.99% hits; activation, % at 25 µM; purified delta FosB, TAMRA-CDK5 oligo fluorescence polarization; percent of positive-control signal above neutral wells;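 active means mean activation above about 17%, with every replicate also reaching it, limit read from the data, passing the limit was not always enough; inconclusive means only one of the two conditions met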;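 further: fluorescence polarization rise as delta FosB binds a TAMRA Cdk5 AP-1 oligo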
Target sequence (P13346 whole entry, looked up): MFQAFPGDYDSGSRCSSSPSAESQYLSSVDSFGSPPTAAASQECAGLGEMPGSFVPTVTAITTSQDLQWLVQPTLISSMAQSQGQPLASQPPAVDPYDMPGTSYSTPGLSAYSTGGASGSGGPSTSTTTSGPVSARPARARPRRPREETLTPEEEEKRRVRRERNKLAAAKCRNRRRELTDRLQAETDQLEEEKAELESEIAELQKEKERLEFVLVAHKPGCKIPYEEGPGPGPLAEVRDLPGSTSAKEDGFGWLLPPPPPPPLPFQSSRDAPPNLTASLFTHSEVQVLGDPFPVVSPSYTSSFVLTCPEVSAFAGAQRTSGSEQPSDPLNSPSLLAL
CDK5 p35 inh: blocks human CDK5/p35 kinase activity | Q00535+Q15078 | Recombinant CDK5/p35, ADP-Glo luminescence, 60 min | inhibition, % at 10 µM | 330,000 compounds, 0.01% hits | AID 488839;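 active means highest replicate inhibition of at least 50% and at least 75% of replicates reaching 50%; inconclusive means only one of the two criteria met; inactive means both criteria failed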;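 further: plate controls were DMSO neutral control for no effect and GW8510 at 10 µM for full effect; many of its hits are not listed in these tables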
Target sequence (Q00535 whole entry, looked up): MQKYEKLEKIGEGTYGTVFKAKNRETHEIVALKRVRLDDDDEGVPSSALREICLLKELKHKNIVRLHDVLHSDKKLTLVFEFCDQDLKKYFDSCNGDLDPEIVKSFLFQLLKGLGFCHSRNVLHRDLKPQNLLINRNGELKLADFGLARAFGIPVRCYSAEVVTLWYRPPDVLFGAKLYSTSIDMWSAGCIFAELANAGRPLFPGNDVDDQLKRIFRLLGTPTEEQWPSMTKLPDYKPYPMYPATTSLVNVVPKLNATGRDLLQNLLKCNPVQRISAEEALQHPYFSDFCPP
Target sequence (Q15078 whole entry, looked up): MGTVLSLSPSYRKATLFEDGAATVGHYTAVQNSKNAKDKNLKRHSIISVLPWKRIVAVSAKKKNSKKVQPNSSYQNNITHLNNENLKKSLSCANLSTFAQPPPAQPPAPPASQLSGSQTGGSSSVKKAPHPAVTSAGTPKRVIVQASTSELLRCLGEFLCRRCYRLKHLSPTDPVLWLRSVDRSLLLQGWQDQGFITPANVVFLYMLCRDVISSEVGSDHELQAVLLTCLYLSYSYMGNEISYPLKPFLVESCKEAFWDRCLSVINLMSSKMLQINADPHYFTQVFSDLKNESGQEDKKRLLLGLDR
PvdQ acylase: blocks Pseudomonas aeruginosa PvdQ acylase activity; purified PvdQ acylase, fluorescence plate reader; inhibition, % at 10 µM; 340,000 compounds, 0.063% hits; AID 488965; in the data active means inhibition above about 30%, passing the limit was not always enough; inconclusive means no clear call, values can overlap the other calls;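 further: 0% = vehicle neutral wells and 100% = reference inhibitor wells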
HTR5A ag: activates human HTR5A in OPRM1-OPRD1 agonist counter-screen; P47898; 340,000 compounds, 0.61% hits; AID 504692; activation, % at 9.3 µM; HTR5A agonist assay, luminescence, cell-based; in the data active means activation mostly above about 9.5%, no sharp cut-off; inactive means mostly below about 7.6%;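 further: 0% = cells with vehicle only and 100% = reference agonist; strong numbers were not always called active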
V-ATPase pH: yeast V-ATPase proton transport regulation by pHLuorin; response, % at 10 µM; 350,000 compounds, 0.37% hits; S. cerevisiae, pHLuorin cytosolic pH fluorescence; AID 504577; in the data active means response mostly above about 7.3%, no sharp cut-off; inactive means mostly below about 5.4%; further: actives read high; inactives centre near 0; some compounds called inactive have numbers as strong as hits; reference of the scale not given here
HTR5A inv ctr: inverse agonist of human HTR5A in OPRM1-OPRD1 counter-screen | P47898 | HTR5A cell line, luminescence, inverse agonism | inhibition, % at 9.3 µM | 340,000 compounds, 0.083% hits | AID 504634; in the data active means inhibition mostly above about 23%, no sharp cut-off; inactive means mostly below about 18%;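 further: 0% = cells with DMSO and 100% = no-cell wells with DMSO; some compounds called inactive have numbers as strong as hits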
SR-BI DiI inh: mouse SR-BI HDL lipid transfer inhibition | Q61009 | ldlA[mSR-BI] CHO cells, DiI-HDL uptake fluorescence, 3 h | 320,000 compounds, 0.96% hits | inhibition, % at 12.5 µM;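 active means mean replicate inhibition of at least 70% and a set share of replicates each scoring 70 or more; inconclusive means meets just one of the two criteria; inactive means fails both criteria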;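 further: 0% = median of neutral control wells and 100% = median of positive control wells; values of inactives mirror those of a sister screen read the other way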
MITF act: MITF TRPM1 promoter activation in melanoma cells | activation, % at 12.5 µM | SK-MEL-5 TRPM1-promoter luciferase, 24 h; % of positive control, neutral wells = 0 | 300,000 compounds, 0.75% hits | AID 588334;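 active means mean activation of at least 80% with every replicate also reaching 80%; inconclusive means mean reaches 80% but some replicate falls short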;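 further: 0% = neutral control wells and 100% = parthenolide positive control wells; values of inactives mirror those of a sister screen read the other way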
* = called active by the depositor; ? = inconclusive; . = not tested or not shown.

Every second line gives: NSD2 HMT inh, Wnt act, dFosB activator, CDK5 p35 inh, PvdQ acylase, HTR5A ag, V-ATPase pH, HTR5A inv ctr, SR-BI DiI inh, MITF act
O=C(c1cc2ccccc2o1)N1CCN(S(=O)(=O)c2ccc(F)c(F)c2F)CC1
    -1, -3, 33*, -1.0, 2, -1, -2, 15, -7, -4
CSc1ccn(CCC(=O)O)c(=O)n1
    0, ., 2, -1.3, -16, 6, 1, -21, -14, .
Nc1nccc(/C=C/c2c(Cl)cccc2Cl)n1
    0, 7, -10, -2.9, 5, 5, -1, -12, 3, .
COCCCNC(NC(=O)c1ccc(Cl)cc1)C(Cl)(Cl)Cl (stereo not drawn)
    -3, ., 1, 0.5, 3, 3, 1, -8, -19, -16
Cc1cc(N/C(=N\S(=O)(=O)c2ccc(F)cc2F)c2ccccc2)no1
    -3, ., -4, 1.1, 7, 3, -10, -5, -24, 15
CCOc1ccc(OCCC(=O)OCC(=O)N2CCN(S(=O)(=O)c3ccc(C)cc3)CC2)cc1
    30, -2, -5, 1.6, -17, 1, 11, -3, 0, -7
CC(C)c1cccc(OCCCCN(C)C)c1
    1, -2, 2, -0.4, -12, 4, -2, -10, -25, 9
CCN1CCN(c2ccc(S(=O)(=O)N3CCCCC3)cc2NC(=O)c2cccc(C)c2)CC1
    24, 2, -7, -0.1, -15, -2, 2, 6, 47, -4
COc1ccc(CNc2ncc(-c3ccc(Cl)cc3)n2C)c(OC)c1OC
    10, 1, -4, 1.0, -4, 1, 1, -4, 40, .
COc1ccc(C(=O)OCC(=O)NCCCc2ccccc2)cc1OC
    1, 1, -5, 0.7, -8, -3, -3, 10, -9, -6
CN(C)S(=O)(=O)c1cccc(C(=O)Nc2cc(Cl)cc(Cl)c2)c1
    -3, 29, -14, -1.4, -13, -2, -3, -23, 73*, 47
Cc1cccc(OC2CCN(Cc3nc(CC4CC4)no3)CC2)c1
    3, 0, -5, 0.7, 7, 0, -1, 1, 2, 0
CCSc1nnc(-c2cc(Br)ccc2N)c(=O)[nH]1
    -1, -1, 6, 4.7, 14, 4, -3, -11, -11, -8
COc1ccc(Cn2c(=O)[nH]c3cc(C(=O)NCCCN4CCCCCC4)ccc3c2=O)cc1
    0, -4, -9, -0.9, -21, 9, 1, -12, ., 7
O=C(NCc1ccco1)C1(S(=O)(=O)c2ccc(Cl)cc2)CC1
    5, ., 4, -2.1, 4, -3, 3, -23, -15, -7
COc1ccc([C@H]2CC(=O)C=C(c3ccc(C)cc3)C2)cc1OC
    ., -4, -5, 0.9, -9, 1, 0, 1, 17, -1
Cc1cc(Nc2ccccc2Br)n2nc(C)nc2n1
    ., 1, -1, 0.4, 8, 1, 4, -2, -7, -8
O=C(COc1cccc(F)c1)NNC(=O)Cc1ccc(S(=O)(=O)N2CCOCC2)s1
    2, -2, -3, -1.4, -17, -1, -5, 15, -19, 2
Cc1nc(C(=O)N(C)C)nn1-c1cc(Cl)cc(Cl)c1
    -1, ., -4, 0.9, 5, 4, 0, -13, ., .
COCCCn1cnc2c(c1=O)c1nc3ccccc3nc1n2-c1ccc(C)cc1
    ., -1, -30, 1.6, 7, 5, -2, -13, 12, 14
CC(C)(C)NC(=O)C(c1ccc(O)cc1)N(Cc1ccco1)C(=O)Cn1nnc(-c2cccs2)n1 (stereo not drawn)
    1, -4, -4, -1.7, -15, 1, 4, -2, 11, -11
CCn1c(O)c(N=NC(=O)CNC(=O)c2ccccc2F)c2ccccc21
    1, -2, -6, -1.7, -3, 2, 3, 11, 5, -6
O=S(=O)(c1ccc(Br)s1)N1CCN(CCOc2ccccc2)CC1
    -3, 0, -6, 1.0, -4, 3, 0, -2, -25, -5
COc1cccc(C(C(=O)NC(C)(C)C)N(C(=O)CCC(=O)Nc2cc(C)on2)C2CC2)c1OC (stereo not drawn)
    0, -3, -5, 2.7, -7, -6, -1, 16, -18, 4
CCN(CC(=O)NCc1ccc(Cl)cc1)S(=O)(=O)c1ccc(NC(C)=O)cc1
    -3, 1, -12, 0.5, 6, 2, -6, 13, ., -2
O=C(Nc1cccc2ccccc12)c1ccc([N+](=O)[O-])o1
    21, -3, 3, -0.2, -7, 2, 0, -9, 14, .
CCOC(=O)N1CCC(NC(=O)CS(=O)Cc2nc(-c3ccc(OC)c(OC)c3)oc2C)CC1 (stereo not drawn)
    0, ., -1, 1.2, -5, -2, -6, 5, 15, .
COC(=O)c1ccc(NC(=S)N2CCN(Cc3cccc(C)c3)CC2)cc1
    9, ., 1, 0.4, -7, 4, 2, -11, -7, -9
CC(=O)Nc1ccc(S(=O)(=O)c2cc(O)ccc2O)cc1
    2, -1, -4, -0.7, -2, 5, 10, 7, -20, -6
O=C(NC(=S)Nc1ncccn1)c1ccccc1Br
    32, 0, 1, 0.6, -14, -2, -7, -6, -26, 13
Cc1cc(C(=O)CN2CCC(C)CC2)c(C)n1-c1ccc(F)cc1
    6, ?, -3, 2.5, -9, -5, 3, 19, -6, 58
O=C(/C=C/c1c(F)cccc1Cl)c1ccc(F)cc1
    3, ., -5, 0.6, -14, 0, -3, -13, ., 5
COc1ccc(-c2[nH]ncc2CN(CCO)CC23CC4CC(CC(C4)C2)C3)c(OC)c1
    5, -1, -9, 2.6, -7, -1, 2, -22, -259, 3
CSc1nnc(C)c(=O)n1COC(=O)c1ccc(S(=O)(=O)N2CCCC2)cc1
    -1, 0, -4, -1.2, 2, 1, 1, -4, -32, 5
C=CCNC(=O)c1onc(CSc2ccc(OC)cc2)c1C(=O)O
    ., 2, -2, -2.4, -3, -1, -2, -16, -19, 1
CCCCC(CC)CNC(=O)CCS(=O)(=O)c1cccc2nonc12 (stereo not drawn)
    9, -4, 2, 0.7, 3, -1, -1, -11, 6, -6
C=CCOc1ccc(/C=N/NC(=O)C(=O)N2CCCCCC2)cc1OC
    -2, -1, -7, 0.8, 10, -3, -8, 7, ., .
COc1ccccc1P(=O)(c1ccccc1)c1ccc([N+](=O)[O-])cc1 (stereo not drawn)
    -2, 2, 1, 0.4, -22, -1, 5, 5, -24, -2
Cc1cc(C)cc(C(=O)NC(CC(N)=O)c2ccc(NC3CCCCCCC3)c([N+](=O)[O-])c2)c1 (stereo not drawn)
    ., -4, 1, 3.1, -16, 1, 8, -21, 10, 7
CC(=O)Nc1ccc(OCC(O)CN2C(C)CCCC2C)cc1 (stereo not drawn)
    1, -2, -4, 0.5, -6, 3, 4, -10, -45, 2
O=C(CCn1c(=O)c2ccccc2n(CC(=O)N2CCN(c3ccccc3)CC2)c1=O)NCc1ccco1
    -4, 0, 3, 1.3, -19, 4, -1, -11, 13, 10
COC(=O)C1(C)Nc2ccccc2C(=O)N1c1ccccc1OC (stereo not drawn)
    ., 3, 0, 0.4, -6, 3, 4, -8, -18, 4
COc1cccc(C(=O)OCC(=O)c2ccc(Br)s2)c1OC
    -3, -2, -9, -0.3, 3, -3, 1, 6, -9, 16
Cc1ccc(OCCCC(=O)Nc2ccc(S(=O)(=O)Nc3cc(C)nc(C)n3)cc2)cc1
    ., 0, -6, 2.7, -11, -3, 0, 9, 1, -2
Cc1cc(NC(=O)CCC(=O)N(CC(=O)NCC2CCCO2)c2ccc(Cl)c(Cl)c2)no1 (stereo not drawn)
    -4, -2, -3, -2.0, -10, -2, 0, 12, -8, 2
CCCc1nnc(SCC(=O)Nc2nc(C)cs2)n1CCOC
    -2, 4, 1, -1.5, 8, 6, -3, -16, ., 9
CC(C)c1ccc(CNCCCSc2ncccn2)cc1
    24, -2, 2, 0.4, -12, -2, -1, 7, 6, -4
O=C(/C=C/c1cn(-c2ccccc2)nc1-c1cccs1)NCCN1CCOCC1
    -3, 2, -29, -0.3, 0, 3, 3, -8, 15, -6
CCN1CCN(c2ccc(S(=O)(=O)N3CCCCC3)cc2NC(=O)/C=C/c2ccc(OC)c(OC)c2)CC1
    5, -2, 13, 0.7, -7, -2, 5, 6, -16, 4
CC1CCCN(C(=O)Nc2ccc(Br)cc2Cl)C1 (stereo not drawn)
    -2, 3, 0, -0.4, -10, 4, 2, 6, 1, 35
CCCCCn1c(N2CCC(C(N)=O)CC2)nc2c1c(=O)[nH]c(=O)n2C
    3, -4, -8, 0.9, -6, 0, 2, 8, -7, -2
O=C(/C=C/c1ccc(S(=O)(=O)N2CCOCC2)cc1)NCc1ccccc1
    -1, 3, -8, -11, -12, -2, 2, 18, 15, -4
Cc1ccc(C2CC(=O)N3CN(Cc4ccco4)CSC3=C2C#N)cc1 (stereo not drawn)
    -2, 1, -7, -2.3, -13, 5, 0, 15, 17, -8
O=C1CCCC2=C1C(Cc1ccccc1)C1=C(CCCC1=O)O2
    0, ., -7, 2.7, -16, -3, 2, 7, 11, .
N#C/C(=C/c1ccc(F)cc1)c1nc(CCN2C(=O)c3ccccc3C2=O)cs1
    -3, ., -7, -1.1, 16, 0, 2, 0, -9, -18
O=[N+]([O-])c1cccc(C(=S)N2CCN(c3ccccc3)CC2)c1
    5, -6, 4, 0.3, 0, 2, 2, -6, 23, 5
CCOC(=O)C1Sc2[nH]c(=O)sc2C(c2ccc(Cl)cc2)C1C(=O)OCC (stereo not drawn)
    15, -3, -12, 0.0, -7, 7, 1, -21, -10, -4
CCn1c(NC(=O)c2cccs2)c(-c2cccs2)c(=O)c2ccccc21
    0, -1, -7, -3.1, -26, 1, -2, -3, -6, -3
CCNC(=S)NNC(=O)CCn1c2ccccc2c2ccccc21
    19, 0, -5, -1.4, -11, -3, 0, -6, 7, .
CCN1C(=O)[C@H]2[C@@H](c3ccc(-c4ccc(OC)cc4)cc3)N[C@@](CC(C)C)(C(=O)OC)[C@H]2C1=O
    ., -4, -3, -1.0, -7, 5, -4, -2, 23, 3

Going on with the list:
Every second line gives: NSD2 HMT inh, Wnt act, dFosB activator, CDK5 p35 inh, PvdQ acylase, HTR5A ag, V-ATPase pH, HTR5A inv ctr, SR-BI DiI inh, MITF act
Cc1ccc(NC(=O)CNC(=O)c2sc3ccccc3c2Cl)nc1
    4, 14, -1, -0.6, -13, 2, -4, -4, 7, -9
Cc1cccc(NC(=S)N(CCN(C)C)C(C)c2ccccn2)c1 (stereo not drawn)
    3, ., -11, 0.6, -20, -3, -4, 1, -2, -4
Cn1cc(CC(=O)NCCCN2CCCC2)c2ccccc21
    1, -8, -4, 1.2, 5, 1, 0, 8, 0, .
O=C(O)/C=C/c1cn(-c2ccccc2)nc1-c1cc2ccccc2o1
    -1, 2, -16, 1.2, -14, -1, 11, -1, ., 3
CC(=O)Nc1ccc(NC(=O)C2CCCN2C(=O)NC2CCCCC2)cc1 (stereo not drawn)
    -5, -4, -3, -0.9, -5, 4, -2, -13, ., 0
N#C/C(=C\c1ccccc1)C(=O)Nc1cc(S(=O)(=O)N2CCOCC2)ccc1N1CCCC1
    ., -1, -7, 0.1, -11, 8, -1, -22, 13, 1
O=C(c1ccc(N2CCOCC2)c([N+](=O)[O-])c1)N1CCN(c2ccccc2)CC1
    2, 0, -11, 0.2, 10, 0, -7, -1, 13, 5
CN(C)c1ccc(CNn2cnnc2)cc1
    ., ., -3, 1.1, -2, 5, -5, 4, -13, -1
COC(=O)C(Cc1ccc(O)cc1)NC(=O)CCNC(=O)c1ccco1 (stereo not drawn)
    5, -3, 4, -0.5, -15, 7, -1, 0, -12, -8
O=C(Nc1ccc(O)cc1)C1CCCN1S(=O)(=O)c1ccc(F)cc1 (stereo not drawn)
    ., 4, -4, -1.8, -9, -4, -1, 11, -22, 5
